rCAG binder: binders of r(CAG) RNA repeats, primary screen, biochemical, fluorescence; r(CAG) RNA repeat, TO-PRO-1 dye displacement fluorescence; hit rate 1.3% among 370,000; inhibition, % at 3 µM;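 active = inhibition above the plate cutoff, the mean of all test compounds on that plate plus 3 SD, cut at about 35% in these data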;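 also: 0% = DMSO alone and 100% = 100 µM mitoxantrone as full dye displacement; higher means more dye released from RNA so lower well fluorescence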
mABHD4 FP: ABHD4 inhibitors, primary screen, biochemical, fluorescence polarization, mouse; AID 720543, 2013; inhibition, % at 8.92 µM; purified mABHD4, FP-Rh probe fluorescence polarization; hit rate 0.54% among 370,000; (Lyso)-N-acylphosphatidylethanolamine lipase (Mus musculus), Q8VD66;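 active = inhibition exceeding the mean over every tested compound plus 3 SD, cut at about 30% in these data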;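 also: 0% = plate median of compound wells and 100% = S159A mutant with DMSO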
Target sequence (Q8VD66 whole entry, looked up): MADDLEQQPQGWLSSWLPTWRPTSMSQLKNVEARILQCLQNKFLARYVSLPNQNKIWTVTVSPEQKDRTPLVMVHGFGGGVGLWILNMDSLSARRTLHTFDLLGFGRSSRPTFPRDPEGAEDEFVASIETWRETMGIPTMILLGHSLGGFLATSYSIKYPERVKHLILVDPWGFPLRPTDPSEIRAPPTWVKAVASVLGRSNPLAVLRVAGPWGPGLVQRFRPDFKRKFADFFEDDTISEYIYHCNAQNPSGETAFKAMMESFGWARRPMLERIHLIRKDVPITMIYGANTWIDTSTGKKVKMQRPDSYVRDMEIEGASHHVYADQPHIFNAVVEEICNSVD
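Test system: mouse ABHD4 enzyme, wild type. Reagent: FP-Rh fluorescent activity-based probe, added after compound pre-incubation. Timing: pre-incubation 45 min, probe exposure 60 min, at 25 °C. Technique: FP readout, ex 525 nm / em 598 nm. Benchmarks: high control S159A mutant with DMSO, low control median of compound wells.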
HTRA1 inh: HTRA1 serine protease inhibitors, primary screen, biochemical, fluorescence polarization, HTS; Q92743; recombinant HTRA1, FP-rhodamine activity-based probe; inhibition, % at 5.96 µM; hit rate 0.5% among 340,000; AID 504803, 2011; in the data active = inhibition above about 36%;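 also: 0% = enzyme with DMSO and 100% = wells lacking enzyme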
LEDGF integ inh: blockers of LEDGF/p75-dependent integrase strand transfer – biochemical, TR-FRET, high throughput, primary screen; HIV-1 integrase (with human LEDGF/p75); TR-FRET IN-LEDGF/p75 DNA integration, Eu/Cy5; inhibition, % at 3.7 µM; hit rate 0.64% among 370,000; AID 743269, 2014;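 active = inhibition above the screen-wide mean plus 3 SD, cut at about 13% in these data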;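 also: signal is the Cy5 over europium emission ratio at 671 and 618 nm; 0% = plate median of compound wells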
NPR2 activator: human GC-B receptor activators, primary screen, HEK293 GC-B cells, cGMP TR-FRET, EC30 CNP; Atrial natriuretic peptide receptor 2 (Homo sapiens), P20594; 0% at EC30 CNP, 100% saturating CNP; activation, % at 10 µM; hit rate 0.11% among 370,000;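 active = activation at 10 µM reaching about 35% in either raw or pattern-adjusted values, limit read from the data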
MBD2 DNA inh: inhibitors of MBD2 binding to methylated DNA, primary screen, biochemical, TR-FRET, DNA-binding domain, human; MBD2 binding to methylated oligonucleotide; inhibition, % at 4.4 µM; hit rate 0.31% among 370,000; in the data active = inhibition above about 13%
TDP2 absorb: human TDP2 enzyme inhibitors, primary screen, biochemical, epi absorbance, recombinant enzyme; hit rate 0.34% among 370,000; inhibition, % at 12.8 µM; AID 720702, 2013; Tyrosyl-DNA phosphodiesterase 2 (Homo sapiens), O95551; T5PNP hydrolysis, p-nitrophenol absorbance 415 nm;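 active = inhibition above the mean of all tested compounds plus 3 SD, set per campaign, cut at about 25% in these data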;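 also: 0% = DMSO with enzyme and 100% = buffer with substrate but no TDP2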
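test system = human TDP2 enzyme | input = TDP2 enzyme at 120 nM final | medium = 50 mM Tris-HCl pH 7.5 with Mg2+, KCl, DTT, BSA | also added = T5PNP substrate, 5 mM | times = 2 h at 37 °C | technique = epi absorbance | benchmarks = high control without enzyme, low control DMSO plus TDP2 | replication = each compound tested once, singlicate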
PRMT1 FP inh: PRMT1 methyltransferase inhibitors, primary screen, biochemical, fluorescence polarization; Protein arginine N-methyltransferase 1 (Homo sapiens), Q99873; recombinant PRMT1, activity-based probe fluorescence polarization; inhibition, % at 2.79 µM; hit rate 1.3% among 370,000; AID 652257, 2013;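 active = inhibition above about 21% made by adding two undisclosed values, limit read from the data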
TCR-CD3 inh: inhibitors of human TCR-CD3 interaction, primary screen, biochemical, fluorescence, TAMRA-labeled TCR probe | hit rate 0.37% among 360,000 | T-cell receptor (TCR) | AID 651800, 2012 | inhibition, % at 9.4 µM; in the data active = inhibition above about 19%;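 also: recombinant mutant TCR 2C K166C tagged with TAMRA read by polarization; 0% = receptor in buffer alone and 100% = receptor with positive control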
SIAE primary: human SIAE inhibitors, primary screen, biochemical, fluorescence polarization, FP-Rh probe, 1536-well HTS; Sialate O-acetylesterase (Homo sapiens), Q9HAT2; SIAE FP-Rh probe binding; inhibition, % at 9.66 µM; hit rate 0.69% among 370,000; AID 1053197, 2014;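 active = inhibition above a cutoff: mean of compounds within the control limits plus 3 SD of those, cut at about 17% in these data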;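 also: 0% = plate median of compound wells and 100% = probe without SIAE protein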
Target sequence (Q9HAT2 whole entry, looked up): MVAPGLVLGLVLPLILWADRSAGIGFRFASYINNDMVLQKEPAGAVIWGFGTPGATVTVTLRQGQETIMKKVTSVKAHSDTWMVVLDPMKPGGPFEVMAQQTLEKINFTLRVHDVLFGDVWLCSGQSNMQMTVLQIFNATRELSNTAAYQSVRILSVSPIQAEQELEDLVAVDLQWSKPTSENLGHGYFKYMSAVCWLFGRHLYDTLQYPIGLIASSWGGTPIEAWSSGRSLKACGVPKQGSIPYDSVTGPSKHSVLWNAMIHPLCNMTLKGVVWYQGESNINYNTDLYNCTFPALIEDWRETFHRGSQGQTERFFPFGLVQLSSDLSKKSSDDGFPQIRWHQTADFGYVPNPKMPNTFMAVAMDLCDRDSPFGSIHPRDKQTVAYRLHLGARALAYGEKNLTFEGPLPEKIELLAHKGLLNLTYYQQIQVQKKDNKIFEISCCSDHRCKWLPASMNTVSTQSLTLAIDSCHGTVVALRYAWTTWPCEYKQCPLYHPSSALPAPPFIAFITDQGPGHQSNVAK
An asterisk follows results filed as active; . = no result given. Not all compounds are listed; count on the stated rates, not on these rows.

SMILES	rCAG binder	mABHD4 FP	HTRA1 inh	LEDGF integ inh	NPR2 activator	MBD2 DNA inh	TDP2 absorb	PRMT1 FP inh	TCR-CD3 inh	SIAE primary
COc1cccc(CC(=O)OCC(=O)NC2(C#N)CCCCC2)c1	-4	4	9	-4	0	4	1	2	-6	1
COc1ccc(CCNC(=O)c2coc(=O)c(Br)c2)cc1	-1	2	.	-2	-3	4	-4	1	3	-13
COC(=O)c1cc(NC(=O)C2COc3ccccc3O2)cc(C(=O)OC)c1 (stereo unspecified)	0	-23	-7	-2	-1	11	-14	4	2	-6
COc1ccc(Cl)cc1Nc1nc2ccc(C)cc2n2cnnc12	7	-3	-8	-3	-5	2	-1	-3	3	-2
COc1ccccc1N1CCN(C(=O)CCNS(=O)(=O)c2ccc3c(c2)CCC(=O)N3)CC1	6	1	1	0	5	2	-3	2	-5	3
COc1ccc(COc2cc(-c3cccc(OC)c3)nc3ccc(NC(C)=O)cc23)cc1	11	-1	-28	0	68*	3	8	2	0	-77
CCOC(=O)C1C(=O)CC(C)(O)C(C(=O)OCC)C1c1ccc(Br)o1 (stereo unspecified)	-7	-3	.	0	-15	2	-8	0	-2	-1
CN(C)c1ccc(Nc2cc(Cl)ncn2)cc1	-2	7	14	-4	-3	2	-5	-2	3	4
Cc1noc(C)c1CSCC(=O)N(C)CC(=O)Nc1ccc(Cl)c(Cl)c1	5	-6	-13	3	-3	2	7	0	0	-12
N=C1C(c2ccccc2)=C(O)CN1c1cccc(S(=O)(=O)NCc2ccco2)c1	-1	-2	1	-3	2	-2	-10	-3	4	1
CCOc1ccc(Cl)cc1S(=O)(=O)N1CCC(C(=O)NCc2cccnc2)CC1	4	3	0	4	14	-8	1	-1	4	3
CCCCn1c(N)c(N(CCOC)C(=O)c2ccc(C)c(S(=O)(=O)N3CCOCC3)c2)c(=O)[nH]c1=O	1	3	1	0	2	2	5	-1	6	-6
COC(=O)C1CN(Cc2ccccc2)CCS(=O)(=O)N1Cc1ccc(F)cc1 (stereo unspecified)	0	3	.	0	-4	4	14	-3	.	3
O=C(CSc1nc(-c2ccccc2)nc2ccc(F)cc12)Nc1cccc(C(=O)O)c1	8	-13	-5	3	-1	-1	-24	0	-3	-10
COc1ccccc1N1CCN(C(=O)C2CCC(CNS(=O)(=O)c3ccc(NC(C)=O)cc3)CC2)CC1 (stereo unspecified)	-4	-4	-5	4	-1	3	9	-5	-1	-3
CCOc1ccc(Oc2ccc(C(F)(F)F)cc2NC(=O)C2=COCCO2)cc1	5	4	0	1	-4	-2	-1	-5	6	-3
COc1cccc(C(=O)Nc2cccc(C(C)=O)c2)c1	-3	-2	-6	0	1	9	-4	-1	-5	5
COc1ccccc1NC(=O)/C=C/c1ccc(OC)c(S(=O)(=O)N2CCOCC2)c1	3	-8	-4	-3	4	2	0	0	3	-9
CCCCC(=O)NC(c1cccs1)c1cc(Cl)c2cccnc2c1O (stereo unspecified)	4	9	55*	-1	-1	-3	-6	-1	-4	14
CC(=O)c1ccc(N2CCN(C(=O)c3cc(-c4cccnc4)nc4ccc(Br)cc34)CC2)cc1	0	-3	-6	4	-8	0	1	-4	5	-3
O=C(Nc1ccc(OCC(=O)N2CCOCC2)cc1)c1cccc(Cl)c1	-4	-2	-5	-1	-4	-3	-2	0	7	1
O=C(OC12CCCN(C1)/C(=C/c1cccnc1)C2)c1ccc(F)cc1 (stereo unspecified)	0	1	.	-1	-2	-4	4	-1	.	-1
CS(=O)(=O)N(CC(=O)NCc1ccncc1)c1cc(Cl)cc(Cl)c1	-3	-4	-3	-1	2	-5	5	1	-2	2
Cc1c(NC(=O)C(=O)/C=C(/O)c2ccccc2)c(=O)n(-c2ccccc2)n1C	7	6	2	-1	2	-7	5	1	-8	10
O=C(CCN1CCCCC1)Nc1ccc(Br)cc1	5	-10	2	6	-5	1	2	-3	3	10
CN(CC(=O)Nc1ccc(F)cc1)C(=O)c1cc(-c2ccco2)nc2ccccc12	30	8	5	11	-1	8	11	14	10	0
Cc1ccc(S(=O)(=O)N(C)C)cc1NC(=S)NC(C)CCC(C)C (stereo unspecified)	-1	-9	-7	-2	1	4	-15	6	-3	-1
O=C(NCC1CC1)c1ccc(-c2cn[nH]c2)c2ccoc12	2	1	.	1	-5	1	5	0	-2	-2
Cc1ccc2nc(-c3ccc(Br)o3)oc(=O)c2c1	5	-8	-36	-1	-2	-6	5	-2	3	7
Cc1ccc(C)c2c1sc(=NC(=O)CN1C(=O)CCC1=O)n2C	2	5	-1	4	-6	2	-7	-4	-10	0
COc1ccc(N(Cc2cc3ccccc3[nH]c2=O)S(C)(=O)=O)cc1	-1	-8	1	-1	-8	2	-5	-2	8	-2
COc1cc(C(=O)NCCCn2ccnc2)cc(OC)c1OC	1	0	3	-2	5	1	-9	0	-1	3
CCOC(=O)c1cc(C(=O)c2cc(Cl)ccc2O)coc1=N	2	-2	-13	2	-7	1	-4	-2	3	-4
C[C@@H]1CN([C@@H](C)CO)C(=O)c2ccccc2-c2ccccc2CO[C@@H]1CN(C)Cc1ccc(Cl)c(Cl)c1	7	0	.	-1	-2	3	4	-1	3	-3
COc1ccc(C(=O)C2CCCN(C(=O)CCC3=NNC(=O)CC3)C2)c(C)c1 (stereo unspecified)	-1	0	4	1	3	3	6	-2	-1	0
COc1ccc(CCN(C)CC(O)COc2ccc(C(C)=O)cc2OC)cc1OC (stereo unspecified)	-1	5	1	0	6	7	-11	3	-6	2
Cc1ccc(NC(=O)CSc2nnc(CNC(=O)c3cccs3)o2)cc1	-2	3	-2	-3	3	1	-3	-2	1	7
O=C(CSC1=NC(=O)C(Cc2ccccc2)C(=O)N1)NC1CCCCC1 (stereo unspecified)	0	1	2	0	-1	-2	5	6	-9	3
COc1cccc(N(CC(=O)NCC2CCCO2)C(=O)CCC(=O)Nc2nccs2)c1 (stereo unspecified)	-3	1	5	-8	7	-1	-1	3	-9	-3
O=C(CN(Cc1ccc(F)cc1)C(=O)CCC(=O)Nc1ccccn1)NCc1ccc(F)cc1	-8	2	-1	3	-2	0	-2	0	1	-4
COc1cc(C(=O)N=C2SC3CS(=O)(=O)CC3N2c2ccccc2)cc(OC)c1OC (stereo unspecified)	-1	3	0	1	-2	0	7	3	3	3
C/C(=N\Nc1c([N+](=O)[O-])c(C)nn1C)c1ccc(F)cc1F	1	4	10	-7	-1	-1	3	3	0	4
COc1ccc(N(C(=O)c2snc(C(N)=O)c2N)C(C(=O)NC2CCCC2)c2ccc(OC)c(OC)c2)cc1 (stereo unspecified)	7	-5	-6	1	-7	-5	5	1	0	0
O=S1(=O)CCO[C@H]2Cc3ccccc3[C@H]2N1Cc1cccc(C(F)(F)F)c1	-8	5	-15	3	-9	-4	-9	2	6	-8
O=C1C=C(O)C(n2cncn2)C(c2ccc(F)cc2)C1 (stereo unspecified)	8	-4	4	5	2	2	-15	-4	2	4
CN(C)S(=O)(=O)c1cccc(C(=O)Nc2ccccc2[N+](=O)[O-])c1	4	-5	9	-2	1	6	3	6	-9	-3
Oc1ccccc1C1=NN(c2ccccc2)C(c2ccccc2)C1 (stereo unspecified)	13	-1	28	1	-1	-6	-14	0	0	20*
Cc1ccc(S(=O)(=O)CCC(=O)OCC(=O)NCC(=O)Nc2c(C)cc(C)cc2C)cc1	-5	2	0	4	-6	1	-2	-4	-3	0
O=C(N/N=C/c1cccc(Br)c1)c1ccc(Cn2cc(Br)cn2)o1	5	-22	-48	0	2	1	5	2	-4	-26
Cc1ccccc1CN(c1ccc(C(=O)Nc2ccccc2C(=O)NCc2ccco2)cc1)S(C)(=O)=O	8	-40	-72	-2	3	0	6	-4	0	-34
Cc1ccc(C(=O)NCCCNC(=O)c2ccccn2)cc1	8	-10	1	-8	-4	9	-19	6	3	-3
CN1OC[C@@H]2CN3C(=NCCc4ccccc4)Sc4ccccc4[C@@H]3C[C@@H]21	0	0	.	-1	-24	-2	2	19	3	3
N#Cc1ccc(CSCC(=O)NN=C2CCCC2)cc1	0	2	-4	-2	0	1	2	-2	1	9
O=C1C2C3C=CC(C4CC34)C2C(=O)N1/N=C/c1ccc([N+](=O)[O-])s1 (stereo unspecified)	5	10	-2	1	-3	4	-3	2	0	0
O=C(COC(=O)CSc1ccc(Cl)cc1)Nc1ccc2[nH]c(=O)[nH]c2c1	4	-5	5	0	-2	-4	8	0	-1	0
CCOC(=O)Cc1csc(NS(=O)(=O)c2ccc(F)cc2)n1	6	4	5	-4	9	5	8	1	0	19*
CCn1cc(C2C3=C(CC(C)(C)CC3=O)N(c3ccc(C)cc3)C3=C2C(=O)CC(C)(C)C3)c(C)n1	-2	-2	-2	-1	6	-1	-4	-1	6	-1
CCOC(=S)SCc1cn2ccccc2n1	-2	2	0	-5	-1	3	-6	10	9	-1
Cc1cccc(OCCCCCN2CCOCC2)c1C	-7	-3	-2	2	0	3	-4	-3	-3	5
COc1cc(C(=O)NC(C)c2cc(C)ccc2C)ccc1OCC(=O)N1CCOCC1 (stereo unspecified)	-1	7	9	11	3	-1	7	-2	-2	5

Reprinted from the part before: 2 compounds, followed by the next part.
SMILES	rCAG binder	mABHD4 FP	HTRA1 inh	LEDGF integ inh	NPR2 activator	MBD2 DNA inh	TDP2 absorb	PRMT1 FP inh	TCR-CD3 inh	SIAE primary
Cc1cccc(OCCCCCN2CCOCC2)c1C	-7	-3	-2	2	0	3	-4	-3	-3	5
COc1cc(C(=O)NC(C)c2cc(C)ccc2C)ccc1OCC(=O)N1CCOCC1 (stereo unspecified)	-1	7	9	11	3	-1	7	-2	-2	5
CC(=O)Nc1ccc(C(=O)Nc2cccc(S(=O)(=O)N(C)c3ccccc3)c2)cc1	8	-31	-24	-1	-1	1	-5	3	5	-18
Cc1ccc(O)c(C(=O)c2cnc3c(c2)c(C)nn3C)c1	-2	-3	-7	-4	0	-4	4	2	-2	12
CSc1nc(N)nc(C(C)C)n1	0	5	1	-4	3	-1	12	-1	3	-2
Cc1ccc(N(C)C(=O)C2CCN(S(=O)(=O)c3ccc4c(c3)oc(=O)n4C)CC2)cc1	1	2	4	3	-7	0	-2	-5	3	-3
CS(=O)(=O)N1CCN(C(=O)Cc2cccs2)CC1	3	3	-1	1	4	0	-3	0	3	-1
N#Cc1ccccc1Sc1ccccc1C(=O)Nc1ccc(Br)cc1	7	-25	-71	0	-20	1	8	0	1	-45

Source: PubChem BioAssay
